Screening results from PubChem.
V-ATPase pHluor: regulators of yeast V-ATPase proton pumping, primary screen, pHLuorin cytosolic pH fluorescence; S. cerevisiae; response, % at 10 µM; 0.37% of 350,000 active; AID 504577, 2011; in the data active = response mostly above about 7.3%, no sharp cut-off; inactive = mostly below about 5.4%; also: actives read high; inactives centre near 0; some compounds called inactive have numbers as strong as hits
Tat transport: E. coli Tat export inhibitors, primary screen, MC4100, TorA-mCherry reporter, fluorescence, single point; inhibition, % at 10 µM; 0.036% of 340,000 active;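 active = mean replicate inhibition at least 50% and at least half of replicates individually reaching 50%; inconclusive = only one of the two criteria met; inactive = neither criterion met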;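 also: exported cargo escapes ClpAP degradation while cytoplasmic cargo is degraded and loses fluorescence; 0% = median of neutral control wells and 100% = median of NaSCN control wells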
MITF act: activators of MITF-driven TRPM1 promoter reporter, primary screen, cell-based, SK-MEL-5, luciferase, single point | 0.75% of 300,000 active | SK-MEL-5 TRPM1-promoter luciferase, 24 h; % of positive control, neutral wells = 0 | AID 588334, 2011 | activation, % at 12.5 µM;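 active = mean activation of at least 80% with every replicate also reaching 80%; inconclusive = mean reaches 80% but some replicate falls short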;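 also: 0% = neutral control wells and 100% = parthenolide positive control wells; values of inactives mirror those of a sister screen read the other way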
CDK5 p35 inh: inhibitors of human CDK5/p35 kinase, primary screen, biochemical, single concentration; AID 488839, 2010; Recombinant CDK5/p35, ADP-Glo luminescence, 60 min; 0.01% of 330,000 active; Cyclin-dependent kinase 5 (Homo sapiens) + Cyclin-dependent kinase 5 activator 1 (Homo …; inhibition, % at 10 µM;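 active = highest replicate inhibition of at least 50% and at least 75% of replicates reaching 50%; inconclusive = only one of the two criteria met; inactive = both criteria failed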;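 also: plate controls were DMSO neutral control for no effect and GW8510 at 10 µM for full effect; many of its hits are not listed in these tables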
Rtt109 HAT inh: inhibitors of C. albicans Rtt109/Vps75 HAT, primary screen, biochemical, ThioGlo CoA-SH fluorescence, plate reader | Histone acetyltransferase RTT109 (Candida albicans (strain SC5314 / ATCC MYA-2876)), … | purified Rtt109/Vps75, 4 h | inhibition, % at 34.9 µM | 0.16% of 330,000 active;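 active = inhibition of at least 50% in every replicate; inconclusive = best replicate reaches 50% inhibition but some replicates fall short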
Target sequence (Q5AAJ8 whole entry, looked up): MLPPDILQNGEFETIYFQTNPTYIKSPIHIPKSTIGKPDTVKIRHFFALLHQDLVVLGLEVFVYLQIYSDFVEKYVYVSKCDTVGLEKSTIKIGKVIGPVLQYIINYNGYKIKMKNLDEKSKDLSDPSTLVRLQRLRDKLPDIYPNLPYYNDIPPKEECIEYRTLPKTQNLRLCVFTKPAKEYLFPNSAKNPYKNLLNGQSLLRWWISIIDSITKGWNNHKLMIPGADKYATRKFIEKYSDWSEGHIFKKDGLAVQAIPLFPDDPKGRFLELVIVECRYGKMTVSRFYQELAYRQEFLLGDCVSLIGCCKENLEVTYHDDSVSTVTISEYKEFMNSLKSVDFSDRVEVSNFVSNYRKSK
cardiac RTF act: cardiac RTF calcium sensitivity activators, primary screen, biochemical, IANBD-TnC fluorescence, EC20 calcium | Troponin I, cardiac muscle (Homo sapiens) + Troponin T, cardiac muscle (Homo sapiens) + … | IANBD-labeled TnC RTF fluorescence at EC20 calcium; 0% EC20 calcium, 100% full calcium | activation, % at 7.2 µM | 0.24% of 340,000 active | AID 493008, 2010;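 active = activation above the mean over all tested compounds plus 3 SD, cut at about 30% in these data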;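 also: rise in fluorescence read as greater calcium sensitivity of cardiac thin filaments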
CAL PDZ FP-1: untagged CAL PDZ binding inhibitors, primary screen, biochemical, fluorescence polarization, HTS; AID 602252, 2012; 0.92% of 300,000 active; inhibition, % at 24.9 µM; purified CAL PDZ, TMR-peptide fluorescence polarization, 1 h; Golgi-associated PDZ and coiled-coil motif-containing protein (Homo sapiens), Q9HD26;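 active = mean inhibition of at least 30% with at least half of replicates also reaching 30%; inconclusive = no clear call, values can overlap the other calls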;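 also: 0% = DMSO neutral control and 100% = excess unlabeled competitor peptide PRC23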
CAL PDZ FP-2: CAL PDZ peptide-binding inhibitors, primary screen, biochemical, fluorescence polarization, Cer-tagged CAL PDZ, HTS; Golgi-associated PDZ and coiled-coil motif-containing protein (Homo sapiens), Q9HD26; purified CAL PDZ, TMR-peptide fluorescence polarization, 1 h; inhibition, % at 20 µM; 0.02% of 330,000 active; AID 504414, 2011;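 active = highest replicate inhibition of at least 40%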;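 also: plate controls were DMSO neutral control wells for no effect and unlabeled competitor peptide control wells for full effect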
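Material: tagged CAL PDZ protein CerCALP, purified; buffer or medium: sodium phosphate/NaCl buffer pH 7.4 with TCEP, IgG, Thesit; also added: fluorescent TMR peptide probe; schedule: 1 h incubation at room temperature before polarization reading; technique: fluorescence polarization from S- and P-plane intensities, G-factor corrected; control set: unlabelled peptide and DMSO controls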
dFosB act: activators of delta FosB homodimer, primary screen, biochemical, fluorescence polarization, TAMRA-CDK5 oligo, single point; 0.99% of 340,000 active; AID 493131, 2011; purified delta FosB; percent of positive-control signal above neutral wells; Protein FosB (Mus musculus), P13346; activation, % at 25 µM;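 active = mean activation above about 17%, with every replicate also reaching it, limit read from the data, passing the limit was not always enough; inconclusive = only one of the two conditions met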;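 also: fluorescence polarization rise as delta FosB binds a TAMRA Cdk5 AP-1 oligo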
Target sequence (P13346 whole entry, looked up): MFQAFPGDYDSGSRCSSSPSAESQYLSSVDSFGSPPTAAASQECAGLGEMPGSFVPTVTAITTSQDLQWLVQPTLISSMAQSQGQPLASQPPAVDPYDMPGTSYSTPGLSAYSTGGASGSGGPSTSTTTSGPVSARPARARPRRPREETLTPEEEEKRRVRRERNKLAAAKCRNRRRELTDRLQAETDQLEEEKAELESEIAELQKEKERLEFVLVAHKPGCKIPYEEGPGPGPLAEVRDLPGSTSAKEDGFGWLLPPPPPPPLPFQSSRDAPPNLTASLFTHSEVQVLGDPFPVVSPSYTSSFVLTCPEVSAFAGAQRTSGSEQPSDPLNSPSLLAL
Wnt act: Wnt/beta-catenin pathway activators, primary screen, cell-based, plate reader, single point; Wnt/beta-catenin reporter cell assay, activator; AID 743398, 2014; 1.2% of 300,000 active; activation, % at 9.35 µM; in the data active = activation above about 30%, passing the limit was not always enough; inconclusive = no clear call, values can overlap the other calls;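 also: 0% = neutral control wells and 100% = positive control wells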
* = called active by the depositor; u = inconclusive; x = no result given.

SMILES,V-ATPase pHluor,Tat transport,MITF act,CDK5 p35 inh,Rtt109 HAT inh,cardiac RTF act,CAL PDZ FP-1,CAL PDZ FP-2,dFosB act,Wnt act
CCc1ccccc1NC(=O)CSc1nc2c(c(-c3ccco3)c1C#N)CCCC2,-0.1,-12.4,2.2,1.2,-6.1,0.6,-2.3,-0.7,-2.2,x
Cc1ccc(NS(=O)(=O)c2cc([N+](=O)[O-])ccc2N/N=C/c2sc(N3CCOCC3)nc2-c2ccccc2)c(C)c1,3.0,-2.9,-37.3,0.8,-3.0,9.8,7.8,-0.8,-11.5,-0.1
Cc1ccc(NC(=O)C2CCN(S(=O)(=O)c3cccc4cccnc34)CC2)nc1,0.3,-3.5,-1.1,2.3,-1.2,-0.7,-3.5,-0.8,-6.1,-6.3
COc1cccc(OC)c1C(=O)N1CCN(Cc2ccccc2C(F)(F)F)CC1,-1.0,-2.4,10.0,0.3,7.6,-0.3,-4.6,-0.6,-8.7,-5.3
CC(C)CCN1CCC(N)=NC1=O,-2.2,5.0,16.5,-0.2,-5.5,-2.8,-4.0,-0.5,-2.8,-1.7
Nc1nc(N)nc(-c2cc(O)ccc2O)n1,0.9,-9.8,8.5,35.6,0.0,3.3,-1.2,0.5,4.0,-6.6
CN(C(=O)Cc1c(C(=O)O)n(C)c2ccccc12)c1ccc(Cl)cc1,-0.5,-0.7,6.0,0.2,2.6,2.9,-3.7,-0.7,2.9,-2.2
CN1CCN(c2ccc(NC(=S)NC(=O)c3cccc4c(Cl)cccc34)cc2)CC1,-0.5,2.4,-1.3,0.0,2.5,0.5,-3.4,-1.1,49.1*,-0.1
Cc1cccc(C)c1NC(=O)c1ccc([N+](=O)[O-])s1,-1.9,7.2,-0.3,-10.1,0.7,-6.4,-7.4,-2.0,-0.6,-0.7
CCCCn1c(=O)[nH]c(=O)c2c1nc(CN(C)Cc1cccc(OC)c1OC)n2CCC,10.4,-0.2,8.8,0.6,7.5,-5.2,-1.4,-0.8,1.2,-2.7
O=C(Nc1ccc(F)cc1)c1cc2ccccc2o1,-0.2,-0.3,44.8,-0.2,-0.8,1.4,x,-1.3,-3.8,15.5
CCOc1ccc(Br)cc1S(=O)(=O)Nc1ccc(NC(=O)c2ccccc2C)cc1,-1.0,-4.5,5.8,-0.5,-5.7,1.1,0.4,0.7,6.7,-2.7
C=CCNC(=S)Nc1cccc(N)c1,-1.5,5.5,0.6,0.4,-15.4,1.7,-0.2,-0.9,-4.2,1.2
COc1cc2c(cc1OC)CN(C(=O)CCOc1ccccc1)CC2,1.5,26.1,-15.7,-9.6,-5.0,3.9,-0.8,-1.2,-2.9,-2.1
Cc1cc(CN(C)C)c(O)c(C2(C)CCCCC2)c1,5.7,1.4,-1.4,0.4,-2.2,1.2,-2.3,0.1,1.1,0.2
S=C(Nc1ccc(Cl)cc1Cl)N1CCCCC1,1.8,-8.3,11.1,-0.4,-34.1,-4.6,-0.1,-3.0,0.8,x
O=C(Cc1ccc(Br)c2ccccc12)N/N=C/c1ccccn1,-2.5,-5.4,-9.2,3.1,-9.9,-0.1,-4.5,-3.0,-15.2,-13.9
O=[N+]([O-])c1ccc(Cl)c2c1C1C=CCC1C(c1ccccn1)N2 (configuration not stated),-1.4,-7.1,-23.4,0.0,11.0,4.6,-5.5,0.0,-12.5,8.7
Cc1csc(SCC(=O)NC(=O)Cc2ccccc2)n1,4.3,1.7,-5.9,-0.5,-4.0,7.4,-3.2,-2.3,-4.2,x
O=C1CCOc2cc(OCc3ccccc3)ccc21,0.5,-7.3,0.4,2.3,3.7,5.6,x,-0.9,-6.4,x
Cc1ccc2ccc(C(Nc3cccc(C(F)(F)F)c3)c3cccnc3)c(O)c2n1 (configuration not stated),1.4,-5.1,-11.1,-0.7,x,-3.6,42.7*,0.4,-1.7,-0.7
COc1cc(CN(C)CCc2ccccc2)ccc1OCc1ccccc1,3.9,0.2,-5.6,0.1,-10.3,2.1,x,-0.8,0.1,x
FC(F)(F)COc1nc(N2CCOCC2)nc(N(c2ccccc2)c2ccccc2)n1,1.1,9.7,4.6,-1.9,-11.5,0.7,0.5,-4.3,-7.8,x
O=C(CSc1nc2ccccc2c(=O)[nH]1)N1CCCCC1,2.5,-9.6,x,-1.4,-5.3,-3.2,-4.0,0.2,-1.0,0.1
CC1(C)CC(=O)C=C(Nc2cccc(Cl)c2Cl)C1,-2.1,15.2,x,-0.9,-1.6,-2.1,x,-1.2,-4.1,1.4
CCOC(=O)Cc1nc(-c2cccc(C(F)(F)F)c2)no1,-4.5,-2.8,1.3,-1.2,-0.9,-4.2,x,-0.2,2.5,-1.7
CCOC(=O)c1c(-c2cccc([N+](=O)[O-])c2)csc1NC(=O)CCCOc1ccccc1,-3.2,-5.6,-8.2,-1.4,-1.5,1.0,-2.6,-1.6,-11.6,x
O=C(Cc1ccc(Cl)cc1)c1ccccc1,3.6,-6.6,89.3*,1.1,x,2.2,-3.7,-2.2,-2.8,39.9*
O=C(NC(=S)Nc1ccc(Cl)cn1)C12CC3CC(CC(C3)C1)C2,0.6,2.3,74.3,-3.3,-6.2,1.2,16.9,-0.2,-9.6,-5.8
CN(C(=O)COC(=O)c1nn(C)c(=O)c2ccccc12)c1c(N)n(Cc2ccccc2)c(=O)[nH]c1=O,-3.1,-5.7,-5.5,-5.3,-16.6,4.4,0.3,-1.2,-1.1,-0.5
CCOC(Cn1cc(C)c(=O)[nH]c1=O)OCC,2.1,-2.7,-1.6,0.5,-3.1,3.8,-6.0,-0.7,-5.8,-1.1
Cc1cccc(NC(=O)/C(C#N)=C\c2cn(CC(=O)O)c3ccccc23)c1,0.8,5.7,-2.4,0.2,-4.0,-0.9,-4.5,-0.6,2.3,0.2
Cc1ccc(SCC(=O)OC(C)C(=O)NC2CCCCC2C)c(C)c1 (configuration not stated),4.0,0.5,x,-1.0,-3.6,-1.4,-3.6,0.2,-9.0,2.9
CN(C)C(=O)Cn1cnc2c(cnn2-c2ccccc2Cl)c1=O,-1.2,-1.0,-0.3,0.8,3.4,1.1,x,-2.9,-5.0,-1.9
C#Cc1ccc([C@@H]2C=C(C(=O)Nc3ccccc3)O[C@H](OCC)[C@H]2CCCO)cc1,2.0,1.7,-7.1,-2.6,-4.3,-0.1,-4.1,-0.1,-6.8,-13.6
COc1ccc2sc(-c3ccc(N(C)C)cc3)c(C#CCO)c2c1,-2.9,12.7,51.4,-2.7,-18.9,0.7,0.8,1.1,-9.8,6.4
Cc1oc2c(C)c3oc(=O)c(CCC(=O)NCCN4CCOCC4)c(C)c3cc2c1C,0.2,1.9,-8.0,-1.2,-13.0,-4.2,-1.8,-0.3,6.8,-1.3
OC1CCCN(CC(O)c2ccccc2)C1 (configuration not stated),-2.1,-10.1,-4.8,-0.4,1.6,14.2,x,-5.4,-1.6,1.6
CCCCNC(=O)CCc1nc2cccnc2n1Cc1ccccc1,0.5,-1.2,-5.3,-0.4,0.2,-0.6,-0.1,0.1,-2.1,0.4
O=[N+]([O-])c1ccc(Cl)cc1Sc1ccccn1,-2.3,-1.6,-10.1,0.0,2.7,2.1,-1.5,-1.1,-0.3,-2.0
CC(C)(C)NC(=O)C(c1ccco1)N(Cc1ccc(F)cc1)C(=O)c1snc(C(N)=O)c1N (configuration not stated),-0.7,6.3,-2.3,0.4,11.5,-3.5,-0.5,x,-7.2,x
Cc1cccc(NC(=O)NCc2ccccn2)c1,3.5,4.6,3.3,-0.4,-1.5,0.1,1.0,1.0,-4.3,21.2
Cc1nc(SCc2nc3c([N+](=O)[O-])cccc3[nH]2)c2oc3ccccc3c2n1,-2.4,-0.8,-28.0,0.4,-0.1,-4.1,1.4,-0.5,-1.6,x
N/C(COc1cccc(Cl)c1)=N\O,4.9,-3.2,4.6,-1.3,0.6,12.4,x,-3.1,-2.3,-0.9
CSc1ccc(C2Nc3ccccc3-c3cc(C)nn32)cc1 (configuration not stated),-3.2,15.4,3.3,-1.0,-5.4,-4.0,x,-1.2,-10.9,11.0
CC(C)[C@H](NC(=O)c1ccccc1Cl)C(=O)OCC(=O)Nc1ccc(S(=O)(=O)N2CCOCC2)cc1,0.3,-3.5,1.0,-0.9,5.4,-4.9,1.4,-0.2,-6.1,-6.7
Cc1nc2cc3nc(C)sc3cc2s1,0.5,2.4,u,0.2,4.4,-0.4,-9.3,-0.7,-14.6,x
Cc1ccc(NC(=S)NCCSc2ccc(Cl)cc2)cc1,-3.6,-7.2,-0.2,1.0,-3.0,-3.7,-2.1,-0.9,1.9,-0.6
COc1ccc(C2CC(c3ccc(C)cc3)=NN2C(=O)c2ccccc2)cc1 (configuration not stated),-0.8,-9.7,-19.6,0.9,-7.2,0.8,-3.9,-2.3,-5.9,-0.8
COc1cccc(C(=O)Nc2ccc(S(=O)(=O)NCc3ccco3)cc2)c1,1.7,-9.2,1.6,-1.3,0.5,-1.8,-10.0,-0.2,-8.2,-0.5
CCn1nc(NC(=O)C(C)(C)C)c2cc3cccc(C)c3nc21,-0.6,1.4,-13.2,1.6,-4.0,-3.4,-2.8,0.9,-7.4,-1.0
